# PME-1 inh: PME-1 (human) inhibition; recombinant PME-1, FP-Rh probe fluorescence polarization; inhibition, % at 5.9 µM; 320,000 tested, 0.53% active; AID 2130;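 active = inhibition above the campaign mean of all compounds plus 3 SD, cut at about 26% in these data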;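 note: competitive labeling of PME-1 active site by serine hydrolase directed probe; 0% = PME-1 with DMSO and 100% = wells lacking PME-1 enzyme; inhibitors block probe labeling so polarization falls and inhibition rises; many of its hits are not listed in these tables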
# BCLXL inh: blocks human Bcl-xL binding to Bim BH3 peptide; Q07817; GST-Bcl-xL / FITC-Bim BH3 peptide fluorescence polarization; 320,000 tested, 0.7% active; AID 2129; inhibition, % at 10.9 µM;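 active = inhibition above the mean of all tested compounds plus 3 SD, cutoff set per campaign, cut at about 30% in these data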;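 note: 0% = DMSO wells and 100% = unlabeled Bim-BH3 peptide competitor; inhibitors lower millipolarization by displacing the labeled peptide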
# Target sequence (Q07817 whole entry, looked up): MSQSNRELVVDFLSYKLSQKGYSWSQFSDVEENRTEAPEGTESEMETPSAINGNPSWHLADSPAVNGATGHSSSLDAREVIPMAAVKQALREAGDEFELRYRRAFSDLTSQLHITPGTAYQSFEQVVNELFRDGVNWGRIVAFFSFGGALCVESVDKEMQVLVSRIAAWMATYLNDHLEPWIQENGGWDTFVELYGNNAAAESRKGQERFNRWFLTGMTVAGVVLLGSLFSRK
# MCL1 BIM primary: MCL1-BIM-BH3 interaction inhibition (human); GST-MCL1 / FITC-Bim-BH3 fluorescence polarization; inhibition, % at 10.9 µM; 320,000 tested, 0.68% active;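 active = inhibition above the mean inhibition of all tested compounds plus 3 SD, set per campaign, cut at about 40% in these data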;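 note: 0% = DMSO wells and 100% = unlabeled Bim-BH3 peptide control; higher means more loss of mP so more displacement of Bim peptide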
# Fam108B counter: blocks mouse Fam108B hydrolase in RBBP9 counter-screen | recombinant Fam108B, FP-Rh probe fluorescence polarization | inhibition, % at 9.51 µM | 300,000 tested, 0.33% active;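 active = inhibition above the screen mean inhibition plus 3 SD, computed separately per campaign, cut at about 18% in these data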;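 note: inhibitors lower polarization as less probe binds the enzyme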
# pPAFAH FP inh: pPAFAH (human) enzyme inhibition; inhibition, % at 3.39 µM; recombinant pPAFAH, FP-rhodamine probe fluorescence polarization; 330,000 tested, 1.5% active; AID 463082; Q13093;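 active = inhibition above the mean inhibition across the screen plus 3 SD, cut at about 25% in these data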;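 note: inhibitors block binding of the rhodamine activity-based probe so polarization drops; 0% = enzyme with DMSO and 100% = wells lacking pPAFAH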
# Target sequence (Q13093 whole entry, looked up): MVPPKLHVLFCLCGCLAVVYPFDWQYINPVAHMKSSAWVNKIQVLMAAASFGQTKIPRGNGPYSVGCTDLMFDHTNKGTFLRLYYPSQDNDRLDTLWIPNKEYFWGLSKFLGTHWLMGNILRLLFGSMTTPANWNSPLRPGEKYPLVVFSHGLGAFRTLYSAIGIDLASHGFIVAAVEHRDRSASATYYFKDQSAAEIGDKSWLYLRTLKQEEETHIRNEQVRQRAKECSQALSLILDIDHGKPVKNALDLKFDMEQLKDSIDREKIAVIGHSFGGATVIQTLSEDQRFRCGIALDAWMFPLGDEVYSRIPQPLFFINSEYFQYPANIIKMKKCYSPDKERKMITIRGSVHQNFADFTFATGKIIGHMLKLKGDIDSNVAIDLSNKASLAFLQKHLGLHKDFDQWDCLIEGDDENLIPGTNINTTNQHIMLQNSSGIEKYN
# AHR activator: human AHR activation. 320,000 tested, 2.5% active. P35869. AID 2796. activation, % at 5 µM. AHR-responsive luciferase reporter cells, luminescence; in the data active = activation above about 47%;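 note: 0% = vehicle wells and 100% = reference agonist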
# MEX-5 binding: C. elegans MEX-5 TCR-2 RNA binding activity. Q9XUB2. MEX-5/FITC-TCR2 RNA binding, fluorescence polarization; active compounds read low. activity score (negative = inhibition of binding), % at 10 µM. 300,000 tested, 0.38% active. AID 1832;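 active = inhibition past about -25% in most replicates, and total fluorescence under double the plate's negative control median, limit read from the data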;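 note: 0% = DMSO and -100% = 5 µM competing unlabeled TCR2 RNA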
# GLD-1 TGE inh: GLD-1-TGE RNA interaction inhibition (C. elegans); 320,000 tested, 0.44% active; inhibition, % at 5.96 µM; Q17339; purified GLD-1 + fluorescein TGE RNA, fluorescence polarization;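 active = percent inhibition above a per-plate cutoff, the plate mean of test compounds plus 3 SD, cut at about 30% in these data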;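 note: 0% = DMSO wells with GLD-1 and probe and 100% = wells lacking GLD-1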
# PAFAH1B2 FP inh: blocks human PAF acetylhydrolase 1b catalytic subunit 2; P68402; AID 492953; recombinant PAFAH1B2, FP-rhodamine activity probe, fluorescence polarization; inhibition, % at 3.39 µM; 340,000 tested, 1.2% active;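 active = inhibition above the mean of all tested compounds plus 3 SD, cut at about 24% in these data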;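 note: 0% = enzyme with DMSO and 100% = wells lacking PAFAH1B2; many of its hits are not listed in these tables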
# Target sequence (P68402 whole entry, looked up): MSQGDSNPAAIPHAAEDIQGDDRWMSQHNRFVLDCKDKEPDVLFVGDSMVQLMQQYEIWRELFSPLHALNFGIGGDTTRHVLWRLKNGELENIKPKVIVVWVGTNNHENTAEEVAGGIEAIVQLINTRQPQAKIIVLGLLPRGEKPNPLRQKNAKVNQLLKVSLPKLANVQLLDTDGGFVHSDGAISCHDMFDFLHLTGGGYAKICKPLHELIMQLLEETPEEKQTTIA
# * marks the source's active call; other numbers are inactive results; nt = no result given. Not all compounds are listed (hit frequency here may not be typical).
SMILES,PME-1 inh,BCLXL inh,MCL1 BIM primary,Fam108B counter,pPAFAH FP inh,AHR activator,MEX-5 binding,GLD-1 TGE inh,PAFAH1B2 FP inh
O=C(O)c1ccc(/C=C2\SC(=S)N(Nc3ccccc3)C2=O)cc1,2,2,4,3,1,14,-12,3,3
CC(NC(=O)/C=C/c1ccc(Br)cc1)c1ccccc1 (stereo unspecified),-8,7,2,-1,5,10,2.8,5,0
CS(=O)(=O)c1cccc(NC(=O)C2CCCN2S(=O)(=O)c2ccc(F)cc2)c1 (stereo unspecified),-2,5,6,-2,3,1,1.3,4,3
Nc1c(N(Cc2ccccc2)C(=O)COc2ccc(F)cc2)c(=O)[nH]c(=O)n1Cc1ccccc1,-3,2,1,3,-3,0,-1.8,4,7
CC(=O)c1c(N2CCN(Cc3ccc4c(c3)OCO4)CC2)nc(=S)n(-c2ccccc2)c1C,7,4,13,-1,4,1,0.4,3,2
NCCCNC(=O)c1cc2ccccc2[nH]1,-3,3,0,-6,1,0,-2.5,2,7
c1ccc(C2CCC(N3CCNCC3)CC2)cc1 (stereo unspecified),-8,9,15,-3,0,7,0.3,-2,0
COc1ccc(-n2nc3c(c2NC(=O)CCCCl)CSC3)cc1,1,0,-5,-3,3,2,-2.1,6,3
O=C(Oc1cc(-c2ccccc2)no1)c1ccc(Cl)cc1,5,-1,1,-9,4,35,-3.5,-1,-2
N#Cc1cc(N2CCOCC2)nc2ccccc12,2,-3,-9,0,-2,9,0.8,3,-3
O=[N+]([O-])c1cc(-c2csc(NCCc3nc4cc(C(F)(F)F)ccc4n3CCCO)n2)ccc1Cl,10,5,12,5,13,11,-4.2,7,32*
O=C(COC(=O)c1cc([N+](=O)[O-])ccc1N1CCOCC1)Nc1ncc(Cl)cc1Cl,2,16,19,-4,2,30,0.8,8,3
CCCCCc1c2c(cc(O)c1C(=O)O)OC(=O)c1cc(C(=O)CCCC)c(OC)cc1O2,nt,nt,nt,nt,21,1,nt,0,4
CCCN(CC(=O)Nc1ccc(F)c(F)c1F)C(=O)c1cc([N+](=O)[O-])ccc1N1CCOCC1,8,1,-4,1,3,4,3.3,6,4
O=C(CCN1C(=O)c2ccccc2S1(=O)=O)Nc1nc2c(s1)CCCC2,2,-1,-3,-1,-4,10,2.3,1,2
O=C1N(Cc2cccnc2)C[C@@H]2C[C@@H](c3ccccc3C(F)(F)F)N3CCC[C@@]123,4,-2,0,0,-2,2,3.6,-4,2
COCCCNC(=O)CN(c1cc(Cl)cc(Cl)c1)S(C)(=O)=O,-1,3,11,0,4,-2,-2.1,0,5
COc1ccc(NC(=O)CC2C(=O)N(c3cccc(OC)c3)C(=O)N2C2CCCCC2)cc1 (stereo unspecified),-7,-3,-3,0,2,20,nt,9,5
O=C(NCc1ccco1)c1cc([N+](=O)[O-])ccc1N1CCCCC1,1,-1,-6,2,1,1,0.7,-23,3
O=[N+]([O-])c1cccc(N=NN(CCO)c2cccc([N+](=O)[O-])c2)c1,9,-1,3,1,7,-2,-0.6,0,-1
O=C1CCCC2=C1C(c1cccs1)n1ncnc1N2 (stereo unspecified),-3,0,-1,0,0,12,0.0,-1,-1
C#CCOCCOCCOCCNc1nc(N2CCN(C(=O)[C@H](CCCCN)n3cc(CN)nn3)CC2)nc(N2CCN(C(=O)[C@H](CCCN=C(N)N)n3cc(C(N)[C@H](C)CC)nn3)CC2)n1 (stereo partly specified),nt,nt,nt,nt,0,-2,nt,2,-2
COc1cnc(-c2ccccc2)nc1Oc1ccc(Cl)cc1C,-2,8,6,-1,12,7,-0.2,4,4
Cc1ccc(C)c(CN2CCCNC2=O)c1,-3,1,2,1,6,-3,2.1,5,0
COc1ccc2nc(NC(=O)C3=NN(c4ccccc4)C(=O)CC3)sc2c1,-2,-3,-11,-2,7,21,0.2,-1,-5
CCOC(=O)C1CCCN(C(=O)c2ccc(C)c([N+](=O)[O-])c2)C1 (stereo unspecified),-2,7,2,2,-1,-2,nt,6,-3
COc1ccc(NC(C)=O)cc1S(=O)(=O)Nc1cccc(S(=O)(=O)NC2=NCCC2)c1,4,3,5,nt,3,-1,nt,3,7
O=C(OCCN1C(=O)c2ccccc2C1=O)C1CCN(S(=O)(=O)c2cccs2)CC1,20,7,3,-2,1,0,3.5,6,-2
CN1CCc2c(C#N)c(N3CCOCC3)nc(NCC3CCCO3)c2C1 (stereo unspecified),-3,21,19,2,6,-3,-2.4,15,nt
COc1ccc2c(C(=O)c3ccc(C)cc3)n(Cc3ccc(C(N)=O)cc3)[n+]([O-])c2c1,-1,5,5,-4,-1,39,nt,8,5
O=C(O)/C=C/c1ccc(S(=O)(=O)Nc2ccc(C(=O)NCC(=O)O)cc2)cc1,-8,2,10,4,-2,3,-1.6,-7,1
O=C(CCc1nc(-c2ccccc2)no1)NC1CCCCC1,3,3,1,0,-3,8,0.8,3,-1
COc1cc(C2Nc3ccccc3C(=O)N2c2ccc(Cl)cc2)c(Cl)cc1OCC(=O)O (stereo unspecified),2,6,10,3,0,116*,nt,5,7
CCc1cc(C(=O)NNC(=S)NC2CCCCC2)cs1,0,-4,1,6,-5,25,-2.2,-2,0
NC(=O)C(=O)NCCCN1CCOCC1,-2,5,7,-5,0,0,3.6,4,2
CC(=O)Nc1ccc(Sc2ncccc2C(=O)Nc2cc(Cl)cc(Cl)c2)cn1,0,5,11,4,4,-2,-1.1,1,-4
CN(C)S(=O)(=O)c1ccc(NC(=O)CSc2nc3ccccc3n2-c2ccccc2)cc1,-39,-1,-2,-31,12,0,-0.5,-5,-14
CC1CCCC(NC(=O)CCC(=O)N2CCOc3ccccc32)C1C (stereo unspecified),0,3,6,1,-1,1,-2.1,1,-4
CCc1ccc2nc3sc(C(=O)Nc4nnc(CC)s4)c(N)c3cc2c1,66*,3,0,9,15,1,3.3,-11,32*
CC(C)c1ccccc1OCCNS(C)(=O)=O,-6,4,1,3,1,0,-0.2,2,3

# Printed as active in PAFAH1B2 FP inh, among the entries above:
SMILES | PME-1 inh | BCLXL inh | MCL1 BIM primary | pPAFAH FP inh | AHR activator | MEX-5 binding | GLD-1 TGE inh | PAFAH1B2 FP inh
O=[N+]([O-])c1cc(-c2csc(NCCc3nc4cc(C(F)(F)F)ccc4n3CCCO)n2)ccc1Cl | 10 | 5 | 12 | 13 | 11 | -4.2 | 7 | 32*
CCc1ccc2nc3sc(C(=O)Nc4nnc(CC)s4)c(N)c3cc2c1 | 66* | 3 | 0 | 15 | 1 | 3.3 | -11 | 32*

# Reprinted from above (three entries):
SMILES,PME-1 inh,BCLXL inh,MCL1 BIM primary,Fam108B counter,pPAFAH FP inh,AHR activator,MEX-5 binding,GLD-1 TGE inh,PAFAH1B2 FP inh
COCCCNC(=O)CN(c1cc(Cl)cc(Cl)c1)S(C)(=O)=O,-1,3,11,0,4,-2,-2.1,0,5
COc1ccc(NC(=O)CC2C(=O)N(c3cccc(OC)c3)C(=O)N2C2CCCCC2)cc1 (stereo unspecified),-7,-3,-3,0,2,20,nt,9,5
O=C(NCc1ccco1)c1cc([N+](=O)[O-])ccc1N1CCCCC1,1,-1,-6,2,1,1,0.7,-23,3

# Later entries
SMILES,PME-1 inh,BCLXL inh,MCL1 BIM primary,Fam108B counter,pPAFAH FP inh,AHR activator,MEX-5 binding,GLD-1 TGE inh,PAFAH1B2 FP inh
CCOC(=O)c1c(C)[nH]c(C(=O)COC(=O)[C@H](C)NC(=O)c2ccccc2Cl)c1C,-1,-1,-9,-2,-6,21,-0.2,-8,5
NS(=O)(=O)c1ccc(NC(=O)c2cc(Cl)sc2Cl)cc1,-1,-1,-6,5,3,0,0.4,0,-3
CC(=O)Nc1ccc2nc(N)sc2c1,-3,4,5,3,-1,26,0.8,5,2
Cc1ccc2nc(-c3ccccc3)c(CN3CCSCC3)n2c1,-6,-1,10,8,-3,-1,-0.3,1,2
CC/C(=N\NC(=O)CSCc1ccccc1Br)c1ccc2c(c1)OCCO2,-2,7,4,-1,4,4,-3.2,7,1
CCOC(=O)N1CCN(C(=O)CSC2=NS(=O)(=O)c3cc(Cl)ccc3N2)CC1,2,0,7,1,-3,18,0.7,-1,5
O=C(NNC(=S)NCc1ccco1)c1ccc(S(=O)(=O)N2CCOCC2)cc1,-6,5,2,-2,3,1,-0.3,7,1
CCOc1cc(C2C(C#N)=C(N)Oc3n[nH]c(C)c32)ccc1OCCN1CCOCC1 (stereo unspecified),2,-2,-3,1,6,2,-1.3,2,5
O=C(NCCc1ccccc1)C(=O)N/N=C/c1ccc2c(c1)OCO2,-7,1,7,-5,-6,9,-1.4,4,0
COc1cc(C2Nc3cccc4cccc(c34)N2)ccc1OC(C)=O,16,39*,45*,22*,11,3,-1.0,10,10
CCn1c(SCC(=O)NC)nnc1C(C)C,-2,5,0,-4,2,-1,0.5,0,-1
N#Cc1nc(Cc2ccccc2)oc1NCc1ccccc1Cl,-9,2,4,2,7,6,1.2,1,6
CCOC(=O)C(C(=O)N1CCOCC1)C1CCCCC1 (stereo unspecified),4,0,2,3,0,-3,-1.5,10,3
CCC(=O)N1N=C(c2cccs2)CC1c1ccco1 (stereo unspecified),-2,5,4,-1,1,-3,-0.3,3,4
CCCn1c(SCC(=O)N2N=C3/C(=C/c4ccc(OC)cc4)CCCC3C2c2ccc(OC)cc2)n[nH]c1=O (stereo unspecified),5,2,2,-2,4,0,-3.2,2,3
CCOC(=O)CN(C(=O)CSc1nnc2c(n1)[nH]c1ccc(F)cc12)c1ccccc1,-7,14,1,2,-3,4,nt,2,-3
Cc1nnsc1C(=O)Nc1ccc(S(=O)(=O)N2CCCCC2)cc1,6,-5,-2,-3,-2,4,1.1,0,-2
CCN(CC)c1ccc(CNc2nnnn2C)cc1,-1,4,7,-3,4,3,-0.7,1,1
CC(C)C(=O)Nc1ccc(NC(=S)NC(=O)c2ccc([N+](=O)[O-])cc2)cc1,-2,1,8,2,2,-3,0.3,8,2
COCCN(C(=O)CSc1nnc(-c2cccc(OC)c2)n1C)c1c(N)n(Cc2ccccc2)c(=O)[nH]c1=O,-1,-3,-12,0,4,2,-1.2,1,3
Cc1cc(C)c(C#N)c(Oc2ccccc2Br)n1,-2,1,2,1,3,8,-2.2,11,-1
Cc1[nH]c2ccccc2c1C(=O)Cn1c(=O)oc2ccccc21,10,2,4,0,0,1,0.8,0,2
O=C(COc1ccc2ccccc2c1)N1CCN(C(=O)c2ccc([N+](=O)[O-])cc2)CC1,0,1,-13,0,2,10,-4.2,1,9

# Whole records, looked up by structure. Values in the order: PME-1 inh, BCLXL inh, MCL1 BIM primary, Fam108B counter, pPAFAH FP inh, AHR activator, MEX-5 binding, GLD-1 TGE inh, PAFAH1B2 FP inh
# COc1cc(C2Nc3cccc4cccc(c34)N2)ccc1OC(C)=O is listed with 16, 39*, 45*, 22*, 11, 3, -1.0, 10, 10
# CCOC(=O)CN(C(=O)CSc1nnc2c(n1)[nH]c1ccc(F)cc12)c1ccccc1 is listed with -7, 14, 1, 2, -3, 4, nt, 2, -3

# Screens: PubChem BioAssay, several laboratories
